Screening data (PubChem BioAssay)
UGM FP inh – blocks M. tuberculosis UGM enzyme; P9WIQ1; purified UGM, fluorescence polarization probe displacement; inhibition, % at 10 µM; hit rate 0.06% among 320,000; in the data active = inhibition above about 10%, passing the limit was not always enough
DUSP3 inh – blocks human VHR1 dual specificity phosphatase; hit rate 0.52% among 290,000; recombinant VHR phosphatase, pNPP absorbance; inhibition, % at 13.3 µM; in the data active = inhibition above about 50%; note: some compounds called inactive have numbers as strong as hits
Target sequence (P51452 whole entry, looked up): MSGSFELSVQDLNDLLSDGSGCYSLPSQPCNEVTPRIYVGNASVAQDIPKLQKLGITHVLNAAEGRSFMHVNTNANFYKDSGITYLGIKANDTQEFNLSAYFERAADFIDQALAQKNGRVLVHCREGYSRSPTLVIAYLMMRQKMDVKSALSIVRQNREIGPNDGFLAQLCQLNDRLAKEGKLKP
SARS 3CLpro inh – SARS-CoV 3CLpro protease inhibition. inhibition, % at 6 µM. hit rate 0.14% among 290,000. recombinant SARS-CoV 3CLpro, quenched FRET peptide cleavage. P0C6X7; in the data active = inhibition above about 12%
Rv3671c inh – inhibitors of M. tuberculosis serine protease Rv3671c. P9WHR9. inhibition, % at 5.96 µM. hit rate 0.048% among 320,000; in the data active = inhibition above about 38%;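 note: extracellular domain of Rv3671c used as enzyme; 0% = enzyme with DMSO and 100% = no enzyme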
Target sequence (P9WHR9 whole entry, looked up, the tested form may be a part): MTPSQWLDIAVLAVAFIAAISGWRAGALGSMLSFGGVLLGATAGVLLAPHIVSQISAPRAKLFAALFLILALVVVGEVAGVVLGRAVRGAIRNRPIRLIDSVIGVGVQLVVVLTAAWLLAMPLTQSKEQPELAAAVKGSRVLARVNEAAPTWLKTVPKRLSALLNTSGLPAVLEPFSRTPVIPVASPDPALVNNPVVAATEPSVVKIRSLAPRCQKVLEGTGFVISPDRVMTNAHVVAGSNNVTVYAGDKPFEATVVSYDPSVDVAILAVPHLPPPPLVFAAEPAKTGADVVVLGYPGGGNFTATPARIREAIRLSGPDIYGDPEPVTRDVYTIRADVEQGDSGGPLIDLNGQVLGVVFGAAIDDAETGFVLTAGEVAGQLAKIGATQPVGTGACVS
Vc quorum ag – induces V. cholerae light production without autoinducers. V. cholerae BH1578 lux reporter, luminescence, 6 h. hit rate 0.16% among 350,000. AID 588436. activation, % at 18.7 µM; in the data active = activation mostly above about 9.7%, no sharp cut-off; note: not every result past the cut was called active; inactives centre near 0; reference of the scale not given here
PriA SSB inh – blocks PriA binding to SSB C-terminal tail; inhibition, % at 33 µM; hit rate 0.6% among 430,000; AlphaScreen SSBct-PriA binding, biotinylated peptide; AID 1272365; in the data active = inhibition mostly above about 37%, no sharp cut-off; inactive = mostly below about 20%;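 note: plate controls were negative control peptide for no effect and reference peptide for full effect; strong numbers were not always called active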
GDH-TPI counter – GDH-TPI coupled enzyme inhibition counter-screen; inhibition, % at 4.8 µM; GDH-TPI coupled enzyme counterscreen, NADH absorbance; AID 588335; hit rate 1.2% among 360,000; in the data active = inhibition above about 30%;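 note: 0% = DMSO wells and 100% = wells lacking the enzyme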
Mtb FBA inh – Mtb fructose-bisphosphate aldolase inhibition; inhibition, % at 1 µM; hit rate 2.3% among 360,000; AID 588726; purified M. tuberculosis FBA, fluorescence read-out; in the data active = inhibition above about 27%;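 note: 0% = vehicle and 100% = reference inhibitor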
Target sequence (P9WQA3 whole entry, looked up): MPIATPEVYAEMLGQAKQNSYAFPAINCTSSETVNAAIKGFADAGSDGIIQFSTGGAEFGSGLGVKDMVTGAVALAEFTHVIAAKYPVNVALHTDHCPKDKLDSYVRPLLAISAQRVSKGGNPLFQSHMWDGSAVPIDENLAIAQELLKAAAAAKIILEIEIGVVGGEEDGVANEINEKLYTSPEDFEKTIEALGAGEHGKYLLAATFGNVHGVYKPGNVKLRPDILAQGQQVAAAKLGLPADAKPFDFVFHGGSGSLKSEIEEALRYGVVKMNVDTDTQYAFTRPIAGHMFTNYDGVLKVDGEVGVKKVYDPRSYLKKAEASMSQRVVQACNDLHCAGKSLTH
MazEF act – increases E. coli MazEF RNase cleavage of RNA; P0AE70; FAM/BHQ RNA-DNA oligo cleavage fluorescence, 5 h; activation, % at 20 µM; hit rate 0.32% among 350,000; AID 504720; in the data active = activation above about 50%
Target sequence (P0AE70 whole entry, looked up): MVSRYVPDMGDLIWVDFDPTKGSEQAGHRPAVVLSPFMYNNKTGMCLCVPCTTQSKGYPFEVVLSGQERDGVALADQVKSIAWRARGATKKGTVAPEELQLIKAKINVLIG
BioA inh – inhibitors of Mycobacterium tuberculosis BioA enzyme; hit rate 0.096% among 360,000; purified M. tuberculosis BioA enzyme, plate reader; inhibition, % at 9.99 µM; in the data active = inhibition above about 40%
* = called active by the depositor; i = inactive; / = not tested or not shown; & = joins results of further samples.

SMILES	UGM FP inh	DUSP3 inh	SARS 3CLpro inh	Rv3671c inh	Vc quorum ag	PriA SSB inh	GDH-TPI counter	Mtb FBA inh	MazEF act	BioA inh
Cc1c(Cl)cccc1NC(=O)COC(=O)Cc1ccsc1	-0.7	/	/	-2	-5.7	-24	-1	-2	-4	0.8
O=C(NCc1ccco1)c1ccccc1Br	-0.8	-4	-1	6	i	-12	-9	2	4	2.2
CCn1c(SCc2nc(-c3ccccc3)no2)nnc1-c1ccco1	-1.0	-9	0	-8	i	-17	-1	1	-4	11
CCOC(=O)c1[nH]ncc1CN1CCCC(C(=O)c2ccc(SC)cc2)C1 (configuration not stated)	-0.3	22	3	-1	-0.2	-17	17	0	-2	3.0
COc1ccccc1NC(=O)Nc1ccnn1C1CCN(C(=O)c2cscn2)CC1	3.1	8	-4	-7	-3.4	-7	3	1	3	2.4
CC1=C(C)N(C)[C@H](c2ccccc2Br)[C@H](O)C1=O	/	/	/	/	-1.6	1	22	-4	-4	0.1
N#CC1=C(SCC(N)=O)NC2=C(C(=O)c3ccccc32)C1c1ccc(Cl)cc1 (configuration not stated)	-0.6	12	-1	-11	/	-6	11	3	3	1.9
CCOc1ccc(NC(=O)CNC(=O)c2ccco2)cc1	0.7	23	2	2	-0.6	-18	6	0	12	-2.6
CCCCN1C=C(C(=O)c2ccccc2)C(=O)CC1	/	/	/	/	i	10	8	3	2	-1.5
Cc1ccccc1OCCC(=O)OCC(=O)Nc1c(F)cccc1F	0.6	/	/	14	i	-6	-1	-1	6	-1.8
O=C(CN1CCCC1)Nc1cc(C(F)(F)F)cc(C(F)(F)F)c1	0.1	4	2	1	i	-6	3	-1	-6	/
CCC(=O)N1CCc2cc(S(=O)(=O)NC(C(=O)N3CCc4ccccc4C3)C(C)C)ccc21 (configuration not stated)	2.6	8	6	-8	/	-8	0	4	5	-0.8
CN(C)CCCNC(NC(=O)/C=C/c1ccccc1)C(Cl)(Cl)Cl (configuration not stated)	2.3	21	2	7	-0.3	-1	-6	2	7	/
COc1cccc(N/C=C(\C#N)c2ccc(OCCCF)cc2)c1	-0.1	6	2	8	-0.3	1	33*	2	2	-2.8
CCCCCCN1CC(O)=C(c2ccccc2)C1=N	3.6	27	-2	-4	-5.0	0	-14	4	0	2.5
COc1cc(C(=O)N/N=C/c2ccc(OC)c(CN3CCN(c4ccc(F)cc4)CC3)c2)ccc1O	-0.5	-11	1	-6	-0.3	/	19	1	6	/
COC(=O)COc1ccc(S(=O)(=O)N2CCN(c3ccc(OC)cc3)CC2)cc1	0.9	-5	2	0	-1.0	-13	-3	1	3	/
Cc1ccccc1C(=O)Nc1nnc(-c2ccncc2)o1	-0.4	22	3	9	-3.6	-1	6	1	-2	/
COc1ccccc1NC(=O)Nc1nc(CC(=O)N2CCN(c3ccccc3OC)CC2)cs1	1.3	/	/	5	i	23	3	0	-1	0.0
CC12CC1(C)C(=O)N(c1cc(Cl)cc(Cl)c1)C2=O (configuration not stated)	/	/	/	/	i	-2	-4	4	-5	-1.8
O=C(CNC(=O)c1ccncc1)N/N=C/c1cc(Br)ccc1O	-2.0	-1	0	5	-0.2	/	-6	0	1	/
Cc1cccc(NS(=O)(=O)c2ccc(C(=O)NCC3CCCO3)cc2)c1C (configuration not stated)	2.3	10	0	-6	0.6	-4	3	2	8	-0.1
C=CCNC(=O)CN1CCC(O)(c2ccccc2)CC1	-1.3	12	-6	-8	-0.4	1	1	-5	1	-0.8
COc1ccc(CCCc2n[nH]c(=S)o2)c(C)c1	-1.9	-8	-2	-1	-2.7	9	-2	5	1	/
COc1ccc(CCNC(=O)[C@@H](NC(=O)N2CC(=O)Nc3ccccc32)C(C)C)cc1OC	-0.4	6	-2	4	-0.4	-18	-11	-5	10	0.1
Going on with the list.
SMILES	UGM FP inh	DUSP3 inh	SARS 3CLpro inh	Rv3671c inh	Vc quorum ag	PriA SSB inh	GDH-TPI counter	Mtb FBA inh	MazEF act	BioA inh
O=C(CSc1nccn1Cc1ccc(F)cc1)Nc1ccc(F)cc1F	4.4	-23	5	2	-0.3	-5	6	1	-2	0.6
COCCN(Cc1ccccc1)C(=O)c1cccc(S(=O)(=O)N2CCN(Cc3ccccc3)CC2)c1	/	/	/	/	-0.3	/	-4	3	6	0.5
CCCCCCNCC(=O)N1CCC(Cc2ccccc2)CC1	-3.3	23	0	-4	-0.2	0	-2	9	3	1.8
CCc1ccc(NC(=S)N(Cc2ccc(Cl)cc2)Cc2ccc(C(=O)O)cc2)cc1	-1.5	16	4	-5	4.3	0	3	2	-10	/
CCNC(=S)N=Nc1c(O)[nH]c2ccc(C(C)C)cc12	1.0	-2	1	14	0.9	9	16	-10	8	-1.6
COc1ccccc1NC(=S)NNC(=O)c1cc(C)nn1C	4.3	35	2	-1	i	-3	20	0	-2	0.1
Cc1ccc(C)c(S(=O)(=O)Nc2ccccc2C(=O)Nc2ccccc2N2CCOCC2)c1	1.6	6	4	-10	0.0	-7	8	11	0	-1.4
COc1cc(S(=O)(=O)N2CCCCC2)ccc1NC(=O)/C=C/c1ccccc1	-8.2	23	2	-34	-0.5	0	20	-2	4	-0.4
O=C(CC(=O)N/N=C\c1ccccc1[N+](=O)[O-])NCCc1ccccc1	1.4	12	-4	1	-0.9	/	1	-5	16	-1.3
COc1ccc(Cn2nnnc2C(c2cccs2)N2CCN(c3ccccc3)CC2)cc1 (configuration not stated)	4.3	3	1	-2	-4.8	10	3	5	-1	1.3
COc1ccc(-c2cc(C(F)(F)F)nc(SCC(=O)NCc3cccs3)n2)cc1	-2.2	-18	3	-7	i	2	22	7	-10	-3.6
O=S(=O)(c1ccc(F)cc1)N1CCN(c2nc(-c3ccc(F)cc3)cs2)CC1	-0.1	-7	4	-3	-0.4	-1	4	-2	2	-0.9
CCC(=O)NCc1csc(-c2cccs2)n1	-2.2	31	6	8	-0.4	-8	21	9	2	/
COC(=O)C(N)Cc1ccc(O)c(O)c1 (configuration not stated)	1.1	17	3	1	0.1	-1	-12	-2	-9	0.0
COc1ccc2c(c1)-c1ccccc1S(=O)(=O)N2C	-1.2	36	-4	-9	2.9	-11	-5	0	-3	1.5
CCOc1cc(N2CCOCC2)c(OCC)cc1NC(=O)COC(=O)[C@H](Cc1c[nH]c2ccccc12)NC(C)=O	4.6	24	8	6	/	9	18	-2	0	-0.6
CCOC(=O)CNC(=S)N1CC2C[C@@H](C1)Cn1c2cccc1=O	1.6	28	0	11	i	5	-7	-1	0	-0.6
O=[N+]([O-])c1nn(-c2ccc(Cl)cc2)n(O)c1=NCc1ccncc1	1.1	13	9	-10	7.9	8	9	-6	3	0.5
O=C(Cn1c(-c2cscn2)nc2ccccc21)Nc1cc(F)ccc1F	-1.0	42	0	0	-0.5	-18	10	3	5	5.1
O=C(CN1C(=O)S/C(=C\C=C\c2ccccc2)C1=O)Nc1ccc(C(=O)O)cc1	1.4	17	-2	-68	-3.7	5	57*	-1	0	1.7
O=C(O)CSCC(=O)Nc1ccccc1SCCS(=O)(=O)c1ccc(Cl)cc1	2.8	6	2	/	i	1	-1	-3	6	-1.2
COC(=O)C1CCN(C(=O)CC(NC(=O)C(F)(F)F)c2cccs2)CC1 (configuration not stated)	-0.8	3	-1	-4	-0.2	0	0	0	11	-1.6
CCCCc1ccc(NC(=O)COC(=O)c2ccc3ncsc3c2)cc1	/	/	/	/	i	/	2	-2	-5	-0.8
Cc1cccn2c(NC(=O)c3cccs3)c(-c3ccccc3)nc12	2.2	1	-2	-7	-0.5	-5	6	1	2	-2.0
COc1cc(OC)cc(C(=O)N2CCN(C(=O)c3cccnc3)CC2)c1	0.5	-4	1	2	-0.4	6	-1	0	8	0.2

3 entries from above in a different format:
Value order: UGM FP inh	DUSP3 inh	SARS 3CLpro inh	Rv3671c inh	Vc quorum ag	PriA SSB inh	GDH-TPI counter	Mtb FBA inh	MazEF act	BioA inh
COc1cccc(N/C=C(\C#N)c2ccc(OCCCF)cc2)c1
 : -0.1	6	2	8	-0.3	1	33*	2	2	-2.8
COc1cc(S(=O)(=O)N2CCCCC2)ccc1NC(=O)/C=C/c1ccccc1
 : -8.2	23	2	-34	-0.5	0	20	-2	4	-0.4
COc1ccccc1NC(=O)Nc1ccnn1C1CCN(C(=O)c2cscn2)CC1
 : 3.1	8	-4	-7	-3.4	-7	3	1	3	2.4

Entries of single compounds from above:
COc1ccccc1NC(=S)NNC(=O)c1cc(C)nn1C is entered as UGM FP inh = 4.3; DUSP3 inh = 35; SARS 3CLpro inh = 2; Rv3671c inh = -1; Vc quorum ag = i; PriA SSB inh = -3; GDH-TPI counter = 20; Mtb FBA inh = 0; MazEF act = -2; BioA inh = 0.1
CCc1ccc(NC(=S)N(Cc2ccc(Cl)cc2)Cc2ccc(C(=O)O)cc2)cc1 is entered as UGM FP inh = -1.5; DUSP3 inh = 16; SARS 3CLpro inh = 4; Rv3671c inh = -5; Vc quorum ag = 4.3; PriA SSB inh = 0; GDH-TPI counter = 3; Mtb FBA inh = 2; MazEF act = -10; BioA inh = /

Continuation.
SMILES	UGM FP inh	DUSP3 inh	SARS 3CLpro inh	Rv3671c inh	Vc quorum ag	PriA SSB inh	GDH-TPI counter	Mtb FBA inh	MazEF act	BioA inh
COc1ccc(OC)c(S(=O)(=O)NC2CCCCNC2=O)c1 (configuration not stated)	2.6	10	-1	-5	-0.3	-3	-6	2	6	-0.2
COc1ccc([N+](=O)[O-])cc1NC(=O)CSc1nccc(C)n1	-0.5	-10	3	-5	-0.3	-8	13	0	0	/
Oc1ccc2c(c1)c1ccccc1c1ncccc21	/	/	/	/	i	-4	1	1	43	-1.4
COC(=O)c1cccc(NC(=O)CCc2ccccc2)c1	-1.0	-2	-4	-3	i	-9	5	0	-2	4.9
O=C(CSc1nncc2ccccc12)Nc1ccccc1	1.7	0	-2	-2	-0.1	-10	0	-1	9	/
O=C(NCc1ccco1)c1cc(Cl)nc(Cl)c1	2.0	38	0	5	-2.2	-2	-9	-1	1	0.4
CNC(=O)COc1ccc(S(=O)(=O)Nc2ccc(OC)cc2)cc1	-2.1	3	1	8	-1.0	-1	2	1	3	/
NC(=O)CCCn1c(C(=O)c2ccc(Cl)cc2)c2ccc(C(F)(F)F)cc2[n+]1[O-]	1.6	/	/	0	i	-5	8	0	7	-1.1
CC(NC(=O)Cn1cnnn1)C12CC3CC(CC(C3)C1)C2 (configuration not stated)	1.4	2	-2	-4	-1.6	-8	-2	-2	1	/
COC(=O)c1nn(-c2ccccc2)c(=O)cc1Sc1ccc(Cl)cc1	3.8	24	7	-6	-0.6	-19	2	-1	5	-2.1
O=C(O)c1cc(-c2ccc3ccccc3c2)nc2ccc(F)cc12	0.7	/	4	-3	0.4	-1	15	19	0	0.0
Cc1ccccc1CCNC(=O)C1CCC(=O)N(CCc2cccc(F)c2)C1 (configuration not stated)	/	6	-6	/	i	0	3	-2	7	0.4
Cc1cn([C@H]2C[C@H](O)[C@@H](CNC(=O)[C@H](N)C3CC3)O2)c(=O)[nH]c1=O	/	/	/	/	-0.2	/	-12	-1	0	0.1
Cc1cccc(NC(=O)NCCN2C(=O)C3C4C=CC(C4)C3C2=O)c1 (configuration not stated)	-1.1	9	-1	3	-0.4	-2	-2	0	2	-1.5
O=C(CCn1c(=O)sc2ccccc21)NC1CCCCC1	0.8	15	-1	-3	-1.0	2	-6	4	8	-0.2
O=C(NCSc1ccncn1)c1ccccc1	1.2	20	4	3	-0.6	1&-6	12	-2	0	-1.0
Cc1cc(C)cc(OCC(O)Cn2nc(C)cc2C)c1 (configuration not stated)	0.4	44	-6	1	-1.7	-18	0	0	-2	1.1
CC[C@]12c3[nH]c4cc(CCC(=O)N(C)C)ccc4c3CCN1C(=O)[C@@H](CC(=O)NCCCn1ccnc1)C[C@@H]2C(=O)N1CCN(C(=O)c2ccco2)CC1	/	/	/	/	-1.1	-12	7	0	8	-0.1
COc1ccc(CCNC(=O)c2ccc3c(SCC(=O)O)c4c(nc3c2)CCCC4)cc1OC	3.6	6	-2	-8	-0.3	-8	0	0	-8	/
CN1CCN(CCCCOc2ccc(F)cc2)CC1	-3.5	-29	-1	-12	i	-3	-5	-3	-5	1.7
COc1ccc(CCNC(=O)c2cc(-c3cccs3)on2)cc1OC	0.2	10	-5	-4	-0.4	-27	10	2	0	0.4
O=C(CSc1nnc2c(Cl)cc(Cl)cn12)NC1CCS(=O)(=O)C1 (configuration not stated)	-2.3	-21	-6	-2	/	-18	9	1	5	-0.6

An excerpt. The share of hits here may be higher or lower than overall.
